# Screening data (PubChem BioAssay)
# SR-BI DiI-HDL act = activators of SR-BI mediated HDL lipid uptake. activation, % at 12.5 µM. CHO ldlA[mSR-BI] cells, DiI-HDL uptake fluorescence, 3 h; 100 = double the neutral-control signal. actives 0.096% (n = 320,000). AID 504775;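 active means mean replicate activation of at least 60% and every replicate at or above 60%; inconclusive means mean or all-replicate condition met, but not both; inactive means mean below 60% and not all replicates reaching 60%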;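 further: 0% = median plate neutral-control signal and 100% = twice that signal; values of inactives mirror those of a sister screen read the other way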
#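 Test system: SR-BI-overexpressing, LDLR-lacking CHO cells. Measured by: DiI fluorescence, bottom read. Medium: Ham's F12 with 0.5% BSA, HEPES 25 mM, pH 7.4. Timing: 3 h uptake period with compound, 37 °C.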
# SR-BI HDL uptake = blocks mouse SR-BI lipid uptake from DiI-HDL | ldlA[mSR-BI] CHO cells, DiI-HDL uptake fluorescence, 3 h | inhibition, % at 12.5 µM | actives 0.96% (n = 320,000) | AID 488896;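 active means mean replicate inhibition of at least 70% and a set share of replicates each scoring 70 or more; inconclusive means meets just one of the two criteria; inactive means fails both criteria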;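 further: 0% = median of neutral control wells and 100% = median of positive control wells; values of inactives mirror those of a sister screen read the other way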
# PvdQ inh = blocks Pseudomonas aeruginosa PvdQ acylase activity | actives 0.063% (n = 340,000) | inhibition, % at 10 µM | purified PvdQ acylase, fluorescence plate reader; in the data active means inhibition above about 30%, passing the limit was not always enough; inconclusive means no clear call, values can overlap the other calls;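 further: 0% = vehicle neutral wells and 100% = reference inhibitor wells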
# NSD2 inh = NSD2 (human) methyltransferase inhibition. actives 0.54% (n = 310,000). O96028. NSD2 peptide methylation, AlphaScreen, 120 min. inhibition, % at 12.5 µM; in the data active means inhibition above about 50%
# Target sequence (O96028 whole entry, looked up): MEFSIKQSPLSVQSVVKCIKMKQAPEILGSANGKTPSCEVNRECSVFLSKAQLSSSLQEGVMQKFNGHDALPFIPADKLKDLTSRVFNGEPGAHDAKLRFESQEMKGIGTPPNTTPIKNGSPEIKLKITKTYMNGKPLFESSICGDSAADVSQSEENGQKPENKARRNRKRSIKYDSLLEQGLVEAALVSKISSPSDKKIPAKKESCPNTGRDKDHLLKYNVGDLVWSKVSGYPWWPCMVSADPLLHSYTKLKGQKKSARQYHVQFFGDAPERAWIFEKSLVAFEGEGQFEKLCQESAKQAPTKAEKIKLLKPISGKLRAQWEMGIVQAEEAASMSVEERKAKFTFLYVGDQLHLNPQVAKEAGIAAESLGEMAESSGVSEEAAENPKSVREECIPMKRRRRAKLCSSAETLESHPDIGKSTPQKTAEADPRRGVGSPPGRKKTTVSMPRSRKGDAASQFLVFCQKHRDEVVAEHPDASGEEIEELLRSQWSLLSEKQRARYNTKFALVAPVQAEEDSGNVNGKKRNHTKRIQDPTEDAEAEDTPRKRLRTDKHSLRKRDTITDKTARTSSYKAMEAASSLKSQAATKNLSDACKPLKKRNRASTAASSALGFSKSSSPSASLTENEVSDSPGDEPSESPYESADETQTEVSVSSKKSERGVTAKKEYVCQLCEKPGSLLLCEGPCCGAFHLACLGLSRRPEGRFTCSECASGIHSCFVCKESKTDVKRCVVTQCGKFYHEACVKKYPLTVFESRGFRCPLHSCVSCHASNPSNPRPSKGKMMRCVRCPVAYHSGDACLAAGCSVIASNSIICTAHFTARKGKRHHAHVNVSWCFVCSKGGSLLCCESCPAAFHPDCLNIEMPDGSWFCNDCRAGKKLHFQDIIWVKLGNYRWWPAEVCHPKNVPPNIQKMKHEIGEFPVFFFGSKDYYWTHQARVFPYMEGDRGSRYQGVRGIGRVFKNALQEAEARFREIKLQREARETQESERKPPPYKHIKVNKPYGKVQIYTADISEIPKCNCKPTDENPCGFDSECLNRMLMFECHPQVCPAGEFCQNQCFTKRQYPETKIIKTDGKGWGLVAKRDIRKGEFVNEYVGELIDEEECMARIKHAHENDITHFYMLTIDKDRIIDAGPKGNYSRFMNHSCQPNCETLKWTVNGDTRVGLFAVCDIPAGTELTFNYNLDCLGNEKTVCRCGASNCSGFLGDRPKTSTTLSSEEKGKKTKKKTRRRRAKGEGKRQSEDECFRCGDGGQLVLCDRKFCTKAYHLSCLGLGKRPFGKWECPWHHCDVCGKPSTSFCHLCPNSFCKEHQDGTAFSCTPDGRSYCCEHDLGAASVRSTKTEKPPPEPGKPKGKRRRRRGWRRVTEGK
# Rtt109 Vps75 = C. albicans Rtt109 histone acetyltransferase inhibition | inhibition, % at 34.9 µM | purified Rtt109/Vps75, ThioGlo CoA-SH fluorescence, 4 h | actives 0.16% (n = 330,000);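 active means inhibition of at least 50% in every replicate; inconclusive means best replicate reaches 50% inhibition but some replicates fall short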
# dFosB act = mouse delta FosB homodimer activation. purified delta FosB, TAMRA-CDK5 oligo fluorescence polarization; percent of positive-control signal above neutral wells. activation, % at 25 µM. AID 493131. actives 0.99% (n = 340,000). P13346;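 active means mean activation above about 17%, with every replicate also reaching it, limit read from the data, passing the limit was not always enough; inconclusive means only one of the two conditions met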;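 further: fluorescence polarization rise as delta FosB binds a TAMRA Cdk5 AP-1 oligo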
# PfHsp90 set2 = growth inhibition of yeast expressing Plasmodium Hsp90 | S. cerevisiae expressing PfHsp90, BacTiter-Glo ATP, 48 h; yeast lacking PDR1 and PDR3 efflux regulators | inhibition, % at 9.4 µM | actives 0.32% (n = 310,000);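 active means every replicate shows inhibition above about 80%, whatever the replicate mean, limit read from the data; inconclusive means mean inhibition reaches the set limit but some replicate falls short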;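 further: 0% = DMSO neutral controls and 100% = 20 µM radicicol positive controls; yeast relying on Plasmodium falciparum Hsp90 in place of its own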
# MITF act = activators of MITF-driven TRPM1 promoter activity in SK-MEL-5 cells; SK-MEL-5 TRPM1-promoter luciferase, 24 h; % of positive control, neutral wells = 0; activation, % at 12.5 µM; actives 0.75% (n = 300,000); AID 588334;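 active means mean activation of at least 80% with every replicate also reaching 80%; inconclusive means mean reaches 80% but some replicate falls short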;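 further: 0% = neutral control wells and 100% = parthenolide positive control wells; values of inactives mirror those of a sister screen read the other way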
# CAL PDZ FP-1 = human CAL PDZ-peptide interaction inhibition; Q9HD26; purified CAL PDZ, TMR-peptide fluorescence polarization, 1 h; inhibition, % at 20 µM; actives 0.02% (n = 330,000); AID 504414;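 active means highest replicate inhibition of at least 40%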;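 further: plate controls were DMSO neutral control wells for no effect and unlabeled competitor peptide control wells for full effect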
#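 Material: tagged CAL PDZ domain; buffer or medium: 25 mM sodium phosphate pH 7.4, 150 mM NaCl, TCEP, IgG, Thesit; compound dosing: single point, 20 µM; schedule: 1 h incubation at room temperature before polarization reading; measured by: FP readout, S and P plane fluorescence; read-out basis: percent inhibition from loss of millipolarization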
# CAL PDZ FP-2 = blocks peptide binding to the human CAL PDZ domain | Q9HD26 | purified CAL PDZ, TMR-peptide fluorescence polarization, 1 h | inhibition, % at 24.9 µM | actives 0.92% (n = 300,000) | AID 602252;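 active means mean inhibition of at least 30% with at least half of replicates also reaching 30%; inconclusive means no clear call, values can overlap the other calls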;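 further: 0% = DMSO neutral control and 100% = excess unlabeled competitor peptide PRC23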
# * marks the source's active call; other numbers are inactive results; ? = inconclusive; . = not tested or not shown.
SMILES,SR-BI DiI-HDL act,SR-BI HDL uptake,PvdQ inh,NSD2 inh,Rtt109 Vps75,dFosB act,PfHsp90 set2,MITF act,CAL PDZ FP-1,CAL PDZ FP-2
CCOC(=O)Cc1csc(N/N=C\c2ccccc2OC)n1,2,-2,6,3,12,-8,10,.,-0.2,-3
COCCNc1nc(C)cc(-c2cc(-c3ccc(Cl)cc3)on2)n1,-38,38,-13,.,2,3,14,47,-1.8,1
CC(=O)NCCOc1c(C)cc(S(N)(=O)=O)cc1C,18,-18,-7,1,-11,6,0,-5,-1.2,-3
Cc1onc(-c2c(F)cccc2Cl)c1C(=O)O/N=C(\N)c1ccc([N+](=O)[O-])o1,4,-4,-1,2,3,2,-8,.,-0.6,-2
CCN(CC)c1ccc(/C=N/NC(=O)OC(C)(C)C)cc1,-19,19,7,5,7,-6,3,76,-0.7,.
CC1(C)CC(=O)C(C(C2=C(O)CC(C)(C)CC2=O)c2cccc(O)c2)C(=O)C1 (configuration not stated),-11,11,-10,0,14,-1,5,-14,-0.1,-1
O=C(COC(=O)c1ccc(Cl)cc1O)NCCN1C(=O)CSC1=O,1,-1,12,-2,-18,3,11,-4,-1.4,-3
CCCCCCc1cc2cc(/C(N)=N/NC(=O)c3ccncc3)c(=O)oc2cc1O,4,-4,2,.,-4,2,-38,-6,-0.1,0
COc1ccc(Cn2c(CCC(=O)NCc3ccco3)nc3cccnc32)cc1,-2,2,-26,5,-4,0,33,0,-0.6,3
COc1ccc(C(C)=O)cc1CN1C(=O)NC2(CCCC2)C1=O,-22,22,-13,-4,-15,4,-5,8,-1.4,-1
O=C(CSc1ccc2nnc(CCNC(=O)c3ccccc3)n2n1)NCc1ccco1,9,-9,-1,0,-5,5,6,2,-2.3,-2
Cc1cccc(OCC(=O)NCc2ccncc2)c1C,-3,3,-6,.,-3,2,17,.,-0.4,-5
COc1cc(C)c(S(=O)(=O)n2c([N+](=O)[O-])cnc2C)cc1C,17,-17,-18,-1,-6,6,-3,-8,0.1,.
CCN(CCNC(=O)C1CCN(c2nnc(-n3cccc3)s2)CC1)c1ccccc1,-44,44,-11,.,-2,-1,40,1,-1.6,.
N#CC[C@H](Cc1ccccc1)N1CC[C@@H](NC(=O)OCc2ccccc2)CCC1=O,-3,3,5,.,1,13,-20,-2,1.1,1
O=C(O)CCCCCNC(=O)C(=O)C1C(=O)Nc2ccccc21 (configuration not stated),27,-27,-1,24,5,-6,5,-12,2.9,1
Cc1ccc(-c2c3c(nc4sc(C(N)=O)c(N)c24)CCC3)cc1,-21,21,9,-5,27,-11,6,-4,-0.6,-3
COc1ccc(S(=O)(=O)N2CCOCC2)cc1C(C)C,18,-18,-11,-6,-7,-10,23,-1,-2.0,5
COc1ccccc1N1CCN(C(=O)C2CCN(C(=O)c3ccccc3Cl)CC2)CC1,-52,52,-17,3,-2,3,3,-10,0.2,-2
O=S1(=O)c2ccccc2OC(COCc2ccccc2)CN1Cc1ccccc1 (configuration not stated),1,-1,3,.,0,-3,-2,10,0.5,1
CCOc1ccc(S(=O)(=O)N2CCC(C(=O)NCc3ccccc3CN3CCCC3)CC2)cc1,5,-5,-18,2,-4,-3,.,15,-0.1,7
Cc1cccc(N2CCN(C(=O)CCN3C(=O)C4C5C=CC(C5)C4C3=O)CC2C)c1 (configuration not stated),-14,14,3,-1,20,-4,7,-3,-2.3,-2
Cc1ccc(NC(=O)CCN2CC(C)OC(C)C2)cc1C (configuration not stated),6,-6,-4,-8,4,1,-6,-2,-0.1,-4
c1ccc(-c2nnc(N3CCCC3)nc2-c2ccccc2)cc1,10,-10,4,7,-1,-6,-6,-14,-2.1,-6
Cc1c(Cl)cccc1NC(=O)NCCCN1CCCC1=O,7,-7,-8,-7,-1,-7,-2,9,-2.6,2
# (next part)
SMILES,SR-BI DiI-HDL act,SR-BI HDL uptake,PvdQ inh,NSD2 inh,Rtt109 Vps75,dFosB act,PfHsp90 set2,MITF act,CAL PDZ FP-1,CAL PDZ FP-2
CC(=O)Nc1ccc(NC(=O)COC(=O)c2cc([N+](=O)[O-])ccc2N2CCOCC2)cc1,-56,56,2,2,7,-2,18,-10,-2.2,-2
CCN(CC(=O)Nc1c(F)cccc1F)C(=O)c1cc(S(=O)(=O)N(C)C)ccc1N1CCCC1,-3,3,-7,2,4,-12,-6,-19,-1.2,3
O=C(CCC(=O)N1CCSc2ccccc21)NCc1ccc(Cl)cc1,5,-5,-8,.,-4,-4,-22,.,-1.2,.
COc1ccccc1CNC(=O)CSc1nc2c(oc3ccccc32)c(=O)n1CC1CCCO1 (configuration not stated),5,-5,-14,-4,5,2,.,-7,-3.4,-3
COc1ccc(N(CC(=O)NC2CCCC2)C(=O)c2ccc(C)s2)c(OC)c1,.,.,-10,-3,0,-3,20,.,-2.3,-2
COc1ccc(N2CC(C(=O)N[C@@H](C)C(=O)NC3CCCC3)CC2=O)cc1 (some centres not stated),34,-34,9,7,-21,1,4,-1,-1.3,.
O=C(CCC1CCCN(C(=O)c2cccc(F)c2)C1)N1CCN(c2ccccn2)CC1 (configuration not stated),-1,1,0,-1,?,-11,-2,3,-0.9,14
Cc1cccc(-n2nnnc2SCC(=O)NCC2CCCO2)c1 (configuration not stated),5,-5,6,-1,-3,-6,18,5,1.1,-2
CSc1cccc(CNC(=O)C2CCC(=O)N(Cc3cccc(C(F)(F)F)c3)C2)c1 (configuration not stated),-21,21,-8,-2,-6,-3,-15,47,-2.2,-2
COc1ccc(-c2csc3ncnc(N4CCN(S(=O)(=O)c5ccc(Cl)s5)CC4)c23)cc1,-19,19,-8,1,7,-19,5,9,-1.1,.
CCc1c(C)c(C#N)c2nc3ccccc3n2c1NC,-24,24,1,0,-2,4,2,-1,-0.2,8
O=C(N[C@@H](c1ccccc1)[C@@H]1C[C@H]1C(=O)O)OCc1ccccc1,21,-21,-10,.,-5,0,-4,-2,-0.1,2
Cc1ccc(CN2C(=O)CCC2C(=O)NCCCN2CCCCC2C)cc1 (configuration not stated),14,-14,-9,0,7,-6,-18,13,-0.5,-4
N/C(=N\OC(=O)CCCN1C(=O)c2ccccc2C1=O)c1ccc(Br)cc1,24,-24,-6,-3,3,7,9,0,0.2,0
O=C1CC(NC23CC4CC(CC(C4)C2)C3)C(=O)N1c1ccc2c(c1)OCO2 (configuration not stated),4,-4,-11,-1,-4,-1,-24,12,-2.0,-1
C1CN(c2nc3nonc3nc2N2CCSCC2)CCO1,.,.,-5,2,2,5,23,12,-1.0,-2
Cc1nc(C)c(C(=O)Nc2cccc(C)c2C)o1,-7,7,-9,.,5,-10,21,6,-0.1,.
O=C(c1cccc(NS(=O)(=O)c2cccc(C(F)(F)F)c2)c1)N1CCOCC1,12,-12,-17,0,-4,-4,-5,7,-2.1,1
COc1cc(CCCN2C(=S)NC[C@H]2Cc2ccc(O)cc2)cc(OC)c1OC,2,-2,-14,.,-1,-6,-11,-11,0.0,-3
COc1ccc(NC(=O)CC(Cc2ccccc2)C(=O)O)cc1 (configuration not stated),0,0,1,-3,17,0,10,.,-0.8,-1
C=CCn1c(SCC(=O)N2CCOCC2)nc(O)cc1=O,-1,1,-15,-1,-15,1,-34,.,-1.1,.
O=C(NC1CCC(O)CC1)C1CCN(S(=O)(=O)c2c(Cl)cccc2Cl)CC1 (configuration not stated),-20,20,-19,-1,-10,-4,-5,10,1.1,-4
N#CC1(C#N)CC(C=O)=C(N)C1(C#N)CC(=O)c1ccc(F)cc1 (configuration not stated),-12,12,-17,1,-4,-6,9,11,.,-2
Cc1cccc(NC(=O)CCc2ccccc2)c1C,10,-10,1,-1,-5,3,4,13,0.0,.
N#Cc1cnc(SCC(=O)N2CCCC2)nc1N,35,-35,-2,-6,-10,2,-10,-2,-1.2,6
# Next part
SMILES,SR-BI DiI-HDL act,SR-BI HDL uptake,PvdQ inh,NSD2 inh,Rtt109 Vps75,dFosB act,PfHsp90 set2,MITF act,CAL PDZ FP-1,CAL PDZ FP-2
Cc1cc(F)ccc1S(=O)(=O)Nc1ccc(C(=O)N2CCCCC2)cc1,-5,5,-1,2,-2,-6,-18,-6,-0.5,-3
CC(C)(C)NC(=O)CN(C(=O)C1CSC(=O)C1)c1ccccc1F (configuration not stated),0,0,-5,-3,-24,-6,2,-3,-0.4,-3
O=C(CCCOc1ccc(Cl)cc1Cl)Nc1cccnc1,25,-25,-8,-1,8,-11,12,22,-1.2,-1
CCS(=O)(=O)C1=NSC2=NC(=O)/C(=C\c3ccc(OS(=O)(=O)c4ccccc4)c(OC)c3)C(=N)N21,15,-15,-10,17,-5,-11,-33,2,-1.5,.
Cc1ccc(C2(C)NC(=O)N(CC(=O)Nc3ccc(Cl)c(S(=O)(=O)N4CCCCC4)c3)C2=O)cc1 (configuration not stated),-19,19,-18,-1,25,-8,-11,-18,-2.1,-4
CC(=O)Nc1ccc(OC(F)(F)C(F)C(F)(F)F)c(NC(C)=O)c1 (configuration not stated),26,-26,-2,-1,13,-2,.,-3,-0.5,.
COc1ccc(NC(=O)CCS(=O)(=O)c2cccc3nonc23)cc1Cl,.,.,-7,3,-1,-4,-39,8,0.2,5
Cc1nnsc1C(=O)N1CCCC(N2CCN(c3cccc(C(F)(F)F)c3)CC2)C1 (configuration not stated),3,-3,-5,7,1,-2,3,-4,-2.8,-2
COC(=O)N/N=C/c1cc(Cl)cc(Cl)c1OCc1ccccc1F,-61,61,-5,-2,-3,-7,11,6,-2.4,2
CCCCOC(=O)Cn1c2ccc(OC)cc2c2nc3ccccc3nc21,-25,25,-12,-1,0,1,-53,.,-0.1,-2
C=CCn1c(=O)c2c(nc3n2CC(C)CN3Cc2ccccc2)n(C)c1=O (configuration not stated),1,-1,-7,8,12,-11,17,-1,-2.0,-6
COc1ccc(C(C(=O)NC2CCCCC2)N(C(=O)c2sc(C)nc2C)c2ccccc2C)cc1 (configuration not stated),9,-9,-17,.,2,-9,-14,-3,-0.8,-2

# Profiles as entered above. Values in the order: SR-BI DiI-HDL act, SR-BI HDL uptake, PvdQ inh, NSD2 inh, Rtt109 Vps75, dFosB act, PfHsp90 set2, MITF act, CAL PDZ FP-1, CAL PDZ FP-2
# CCOC(=O)Cc1csc(N/N=C\c2ccccc2OC)n1 across the screens: 2, -2, 6, 3, 12, -8, 10, ., -0.2, -3
# CCN(CCNC(=O)C1CCN(c2nnc(-n3cccc3)s2)CC1)c1ccccc1 across the screens: -44, 44, -11, ., -2, -1, 40, 1, -1.6, .
# Cc1ccc(C2(C)NC(=O)N(CC(=O)Nc3ccc(Cl)c(S(=O)(=O)N4CCCCC4)c3)C2=O)cc1 (configuration not stated) across the screens: -19, 19, -18, -1, 25, -8, -11, -18, -2.1, -4
